# High-throughput results as filed in PubChem.
# DLD1 CTGF mRNA: reduction of CTGF mRNA in DLD1 cells – DLD1 colon cancer cells, RT-qPCR, single point, primary screen (AID 743449); DLD1 CTGF mRNA qPCR, 24 h; active compounds read high; 9,900 tested, 0.9% active; inhibition, % at 12.5 µM;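 active = mean normalized replicate activity at least 50 and at least half of replicates each reaching 50; inconclusive = only one of the two criteria met; inactive = neither criterion met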;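 note: 0% = neutral control wells and 100% = dasatinib control wells; higher means stronger suppression of CTGF expression like dasatinib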
# Pax4 mRNA alpha TC1: activators of Pax4 gene expression, primary screen, RT-PCR, mouse alpha TC1 cells, single point (AID 1053180); activation, % at 10 µM; 9,600 tested, 0.2% active; mouse alpha TC1 cells, Pax4 mRNA qPCR, 6 days; active compounds read high; 100% = Pax4 plasmid added at qPCR;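 active = highest normalized replicate activity of 15 or more, or at least half the replicates reach 15 or more; inactive = neither condition met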;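 note: pax4 Ct normalized to GAPDH with activation seen as lower delta delta Ct; plate controls were plate neutral control wells for no effect and Pax4 plasmid positive control for full effect; each compound tested in two replicate wells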
# Starred values were filed as active, the others as inactive; ? = inconclusive; . = no result given. Not all compounds are listed, so the mix of outcomes need not match the whole.
SMILES,DLD1 CTGF mRNA,Pax4 mRNA alpha TC1
COc1cccc(CN2CC3(CN(CC4CCOCC4)C3)c3c([nH]c4cc(OC)ccc34)[C@H]2CO)c1,-7,0.0
COc1ccc(-c2ccc3c(c2)[C@H]2[C@H](CCN2Cc2cncnc2)[C@H](CO)N3)cc1,-6,0.0
CCNC(=O)[C@@H]1[C@@H](CO)[C@@H]2Cn3c(ccc(-c4cncnc4)c3=O)[C@@H]2N1C(=O)NC1CCCC1,-13,0.0
O=C(C[C@H]1C=C[C@H](NC(=O)c2cnccn2)[C@@H](CO)O1)NCc1ccccc1F,-4,0.0
COCC(=O)N1[C@@H](C#N)[C@@H](c2ccccc2-c2ccccc2F)[C@@H]1CO,-11,0.0
CCCNC(=O)N(C)C[C@H]1Oc2cc(C#C[C@H](C)O)ccc2S(=O)(=O)N([C@H](C)CO)C[C@H]1C,-7,0.0
COCC#Cc1ccc([C@@H]2[C@@H](CO)N3C(=O)CN(C(=O)C4CCCCC4)C[C@H]23)cc1,-6,0.0
CN1C(=O)c2cc(NS(=O)(=O)c3ccccc3F)ccc2OC[C@H]2O[C@@H](CC(=O)NC3Cc4ccccc4C3)CC[C@H]21,-24,0.0
N#C[C@@H]1N[C@@H](CO)[C@@H]1c1ccc(C#CC2CCCCC2)cc1,-9,0.0
COc1ccc(NC(=O)N2C[C@H](O)COC[C@@H]3O[C@@H](CC(=O)N4CCCCC4)CC[C@H]32)cc1,0,0.0
C[C@@H]1CC(=O)NCC/C=C\C[C@H](c2ccc3c(c2)OCO3)NC1=O,-44,0.0
C[C@@H]1CN([C@H](C)CO)C(=O)CCCn2nncc2CO[C@H]1CN(C)C(=O)c1cc(-c2ccccc2)on1,-11,0.0
C[C@H](CO)N1C[C@H](C)[C@H](CN(C)C(=O)Nc2cccc3ccccc23)Oc2ncccc2C1=O,?,0.0
C[C@@H]1CN([C@H](C)CO)C(=O)CCCn2nncc2CO[C@H]1CN(C)Cc1cccc(C(F)(F)F)c1,20,0.0
COc1ccc2c3c(n(C)c2c1)[C@H](CO)N(CC1CC1)CC31CN(C(=O)c2ccc3c(c2)OCO3)C1,-25,0.0
C[C@@H]1CC=CC[C@H](c2ccc(F)cc2)NC(=O)[C@@H](Cc2ccccc2)N(C)C(=O)c2ccccc2O1 (mixture of isomers),60*,0.4
COc1ccc(-c2ccc([C@H]3[C@H](CO)N4C(=O)CN(C(=O)Cc5ccccn5)C[C@@H]34)cc2)cc1,4,0.0
COCC(=O)N1CC(=O)N2[C@H](CO)[C@@H](c3ccc(C#CC4CC4)cc3)[C@H]2C1,62*,0.0
C/C=C/c1ccccc1[C@H]1[C@H](C#N)N(c2nc(CC)cs2)[C@H]1CO,3,0.0
O=C(C[C@H]1CC[C@@H]2[C@H](COC[C@@H](O)CN2Cc2nccs2)O1)NCc1ccccc1Cl,20,0.0
O=C(C[C@@H]1CC[C@@H]2[C@H](COC[C@@H](O)CN2Cc2ccc(C(F)(F)F)cc2)O1)N1CCc2ccccc2C1,-4,0.0
O=C(C[C@H]1C[C@H]2c3cc(NC(=O)C4CCC4)ccc3O[C@H]2[C@@H](CO)O1)NC1CCCC1,2,0.0
COc1cccc(S(=O)(=O)Nc2ccc3c(c2)C(=O)N(C)C[C@H](OC)[C@H](C)CN(Cc2ccccc2F)[C@H](C)CO3)c1,28,0.0
CCS(=O)(=O)N1CC2(CN(Cc3ccc4c(c3)OCO4)[C@@H](CO)c3[nH]c4cc(OC)ccc4c32)C1,-16,0.0
Cc1cc(C(=O)Nc2ccc3c(c2)C(=O)N(C)[C@H]2CC[C@H](CC(=O)O)O[C@@H]2CO3)no1,-24,0.0

# Already shown: entries from further up.
SMILES,DLD1 CTGF mRNA,Pax4 mRNA alpha TC1
COCC(=O)N1[C@@H](C#N)[C@@H](c2ccccc2-c2ccccc2F)[C@@H]1CO,-11,0.0
CCCNC(=O)N(C)C[C@H]1Oc2cc(C#C[C@H](C)O)ccc2S(=O)(=O)N([C@H](C)CO)C[C@H]1C,-7,0.0
COCC#Cc1ccc([C@@H]2[C@@H](CO)N3C(=O)CN(C(=O)C4CCCCC4)C[C@H]23)cc1,-6,0.0
CN1C(=O)c2cc(NS(=O)(=O)c3ccccc3F)ccc2OC[C@H]2O[C@@H](CC(=O)NC3Cc4ccccc4C3)CC[C@H]21,-24,0.0
N#C[C@@H]1N[C@@H](CO)[C@@H]1c1ccc(C#CC2CCCCC2)cc1,-9,0.0
COc1ccc(NC(=O)N2C[C@H](O)COC[C@@H]3O[C@@H](CC(=O)N4CCCCC4)CC[C@H]32)cc1,0,0.0
C[C@@H]1CC(=O)NCC/C=C\C[C@H](c2ccc3c(c2)OCO3)NC1=O,-44,0.0
C[C@@H]1CN([C@H](C)CO)C(=O)CCCn2nncc2CO[C@H]1CN(C)C(=O)c1cc(-c2ccccc2)on1,-11,0.0
C[C@H](CO)N1C[C@H](C)[C@H](CN(C)C(=O)Nc2cccc3ccccc23)Oc2ncccc2C1=O,?,0.0
C[C@@H]1CN([C@H](C)CO)C(=O)CCCn2nncc2CO[C@H]1CN(C)Cc1cccc(C(F)(F)F)c1,20,0.0
COc1ccc2c3c(n(C)c2c1)[C@H](CO)N(CC1CC1)CC31CN(C(=O)c2ccc3c(c2)OCO3)C1,-25,0.0
C[C@@H]1CC=CC[C@H](c2ccc(F)cc2)NC(=O)[C@@H](Cc2ccccc2)N(C)C(=O)c2ccccc2O1 (mixture of isomers),60*,0.4
COc1ccc(-c2ccc([C@H]3[C@H](CO)N4C(=O)CN(C(=O)Cc5ccccn5)C[C@@H]34)cc2)cc1,4,0.0
COCC(=O)N1CC(=O)N2[C@H](CO)[C@@H](c3ccc(C#CC4CC4)cc3)[C@H]2C1,62*,0.0
C/C=C/c1ccccc1[C@H]1[C@H](C#N)N(c2nc(CC)cs2)[C@H]1CO,3,0.0
O=C(C[C@H]1CC[C@@H]2[C@H](COC[C@@H](O)CN2Cc2nccs2)O1)NCc1ccccc1Cl,20,0.0
O=C(C[C@@H]1CC[C@@H]2[C@H](COC[C@@H](O)CN2Cc2ccc(C(F)(F)F)cc2)O1)N1CCc2ccccc2C1,-4,0.0
O=C(C[C@H]1C[C@H]2c3cc(NC(=O)C4CCC4)ccc3O[C@H]2[C@@H](CO)O1)NC1CCCC1,2,0.0
COc1cccc(S(=O)(=O)Nc2ccc3c(c2)C(=O)N(C)C[C@H](OC)[C@H](C)CN(Cc2ccccc2F)[C@H](C)CO3)c1,28,0.0
CCS(=O)(=O)N1CC2(CN(Cc3ccc4c(c3)OCO4)[C@@H](CO)c3[nH]c4cc(OC)ccc4c32)C1,-16,0.0
Cc1cc(C(=O)Nc2ccc3c(c2)C(=O)N(C)[C@H]2CC[C@H](CC(=O)O)O[C@@H]2CO3)no1,-24,0.0

# Additional records
SMILES,DLD1 CTGF mRNA,Pax4 mRNA alpha TC1
OC[C@@H]1[C@@H](c2ccccc2)C2(CN(CC3CC3)C2)N1Cc1ccc(F)cc1,19,.
C[C@H]1CCCCO[C@@H](CN(C)C(=O)C2CCCCC2)[C@@H](C)CN([C@@H](C)CO)C(=O)c2cc(NS(=O)(=O)c3ccccc3)ccc2O1,1,0.0
COc1cccc(NC(=O)N2CC(=O)N3[C@H](CO)[C@H](c4ccc(C#CCC5CCCC5)cc4)[C@H]3C2)c1,-11,0.0
C/C=C/c1ccccc1[C@H]1[C@@H](C#N)N(c2nc(CC)cs2)[C@@H]1CO,-5,0.0
O=C(C[C@H]1C=C[C@@H](NC(=O)Cc2ccccn2)[C@@H](CO)O1)NCCc1ccncc1,31,0.0
Cc1ccccc1-c1ccc([C@H]2[C@@H](CO)N3C(=O)CN(C(=O)c4ccncc4)C[C@H]23)cc1,-12,0.0
C[C@H]1CN([C@@H](C)CO)C(=O)c2cc(NS(=O)(=O)c3cn(C)cn3)ccc2O[C@H]1CN(C)C(=O)Nc1cccc2ccccc12,3,0.0
CO[C@H]1CN(C)C(=O)c2ccc(NC(C)=O)cc2OC[C@@H](C)N(Cc2cccc(F)c2)C[C@@H]1C,8,0.0
CO[C@H]1CC[C@@H]2CCOc3ccc(C#N)cc3C(=O)N(C)[C@H](C)C(=O)N(C)C[C@@H]1O2,-6,0.0
O=C(C[C@@H]1C[C@H]2c3cc(NC(=O)C4CCC4)ccc3O[C@H]2[C@H](CO)O1)NC1CCCC1,-15,0.0
COc1cccc(NC(=O)N2CC(=O)N3[C@@H](CO)[C@H](c4ccc(C5=CCCCC5)cc4)[C@@H]3C2)c1,21,0.0
O=C(NC1CCCC1)N[C@@H]1C=C[C@@H](CC(=O)N2CCOCC2)O[C@H]1CO,-11,0.0
CC(=O)NC[C@@H]1[C@@H](c2ccc(C3=CCCC3)cc2)[C@H](CO)N1Cc1cccnc1,-21,0.0
CN1C(=O)c2cc(NC(=O)Cc3cccs3)ccc2OC[C@H]2O[C@H](CC(=O)NCCCN3CCOCC3)CC[C@H]21,6,0.0
CO[C@@H]1CC[C@@H]2CCN(C)C(=O)[C@@H](C)N(C)C(=O)c3cccc(C#N)c3OC[C@H]1O2,-26,0.0
C[C@@H]1CN([C@H](C)CO)C(=O)c2cc(NS(=O)(=O)c3cn(C)cn3)ccc2O[C@H]1CN(C)S(=O)(=O)c1ccc(F)cc1,-12,0.0
Cc1noc(C)c1NC(=O)N(C)C[C@H]1OCc2cnnn2CCCC(=O)N([C@@H](C)CO)C[C@H]1C,-7,0.0
O=C(O)[C@@H]1[C@@H](CO)[C@@H]2Cn3c(ccc(-c4ccccc4F)c3=O)[C@@H]2N1Cc1ccccc1,11,0.0
COCC(=O)N1[C@H](CO)[C@@H](c2ccc(-c3ccccc3OC)cc2)C12CN(C(C)=O)C2,-6,.
COCC(=O)N1CC[C@@H]2[C@@H](CO)Nc3ccc(C#Cc4ccc(F)cc4)cc3[C@@H]21,13,0.0
CO[C@H]1CC[C@H]2CCN(C)C(=O)[C@H](C)N(C)C(=O)c3cccc(C#N)c3OC[C@H]1O2,-14,0.0
O=C(C[C@H]1CC[C@@H]2NC[C@@H](O)COC[C@H]2O1)NCCN1CCCCC1,12,0.0
CO[C@@H]1CC[C@H]2CCN(C)C(=O)[C@H](C)CN(C)C(=O)c3cc(C#N)ccc3OC[C@H]1O2,-1,0.0
C(=C\c1ccc(C2[C@H]3CNC[C@@H]2N3Cc2cncnc2)cc1)/c1ccccc1 (some centres undefined),-19,0.0
CC(C)C#Cc1ccc([C@H]2[C@H]3CN(S(=O)(=O)c4ccccc4)CC(=O)N3[C@H]2CO)cc1,26,0.0
SMILES,DLD1 CTGF mRNA,Pax4 mRNA alpha TC1
C[C@H](CO)N1C[C@H](C)[C@@H](CN(C)C(=O)Nc2ccccc2C(F)(F)F)OCc2ccccc2-c2c(n(C)c3ccccc23)C1=O,-4,0.0
CC(C)NC(=O)N(C)C[C@@H]1Oc2ccc(NC(=O)Cc3ccccc3)cc2CC(=O)N([C@H](C)CO)C[C@H]1C,32,0.0
COc1ccc2c3c(n(C)c2c1)[C@H](CO)NCC31CN(C(=O)CC2CC2)C1,-8,0.0
CN(C[C@@H]1[C@H](c2ccccc2)[C@@H](CO)N1Cc1ccccn1)S(C)(=O)=O,?,0.0
CCC(=O)N1C[C@H]2[C@@H](c3ccccc31)[C@@H](CO)N2Cc1ccc(F)cc1,-5,0.0
C[C@@H]1CN([C@H](C)CO)C(=O)CCCn2cc(nn2)CO[C@H]1CN(C)C(=O)NC1CCCCC1,-7,0.0
CNC[C@@H]1Oc2c(NC(=O)Nc3cccc4ccccc34)cccc2C(=O)N([C@@H](C)CO)C[C@H]1C,17,0.0
O=C(Cc1ccccc1)N1CC(=O)N2[C@H](CO)[C@@H](c3ccc(-c4ccc(F)cc4)cc3)[C@H]2C1,4,0.0
C[C@H]1CN([C@@H](C)CO)S(=O)(=O)c2ccc(C#CCC3CCCC3)cc2O[C@@H]1CN(C)C(=O)c1cnccn1,28,0.0
O=C(c1ccccc1F)N1CC(=O)N2[C@H](CO)[C@H](c3ccc(C#Cc4ccccc4)cc3)[C@H]2C1,-63,0.0
COc1ccccc1-c1ccccc1[C@@H]1[C@@H](C#N)N(C(=O)CN(C)C)[C@@H]1CO,-6,0.0
Cc1ccccc1-c1ccc([C@H]2[C@H](CO)N3C(=O)CN(C(=O)Nc4cccc(F)c4)C[C@@H]23)cc1,24,0.0
C/C=C/c1ccc([C@H]2[C@@H](CO)N3C(=O)CN(C(=O)Nc4ccc(F)cc4)C[C@H]23)cc1,-4,0.0

# Entries from the list above that have a COOH group (two):
SMILES,DLD1 CTGF mRNA,Pax4 mRNA alpha TC1
Cc1cc(C(=O)Nc2ccc3c(c2)C(=O)N(C)[C@H]2CC[C@H](CC(=O)O)O[C@@H]2CO3)no1,-24,0.0
O=C(O)[C@@H]1[C@@H](CO)[C@@H]2Cn3c(ccc(-c4ccccc4F)c3=O)[C@@H]2N1Cc1ccccc1,11,0.0
